FLuc inhib CS: firefly luciferase enzyme inhibitors, primary screen, artefact control for luciferase-based inhibitor screens, biochemical, luminescence, ATPLite; Luciferin 4-monooxygenase (Photinus pyralis), P08659; inhibition, % at 10 µM; 10 min; hit rate 1.5% among 200,000;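 active = inhibition above about 50% when tested at 10 µM, limit read from the data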
TNAP inh noacc: human TNAP enzyme inhibitors, primary screen, biochemical, luminescent, no phosphate acceptor, uHTS | Alkaline phosphatase, tissue-nonspecific isozyme (Homo sapiens), P05186 | purified TNAP, CDP-star luminescence, 30 min | inhibition, % at 20 µM | hit rate 0.26% among 200,000 | AID 1012, 2008;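 active = tissue-nonspecific alkaline phosphatase inhibition above about 50% at 20 µM in the single-dose screen, limit read from the data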;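 also: 0% = DMSO negative control and 100% = EDTA positive control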
Target sequence (P05186 whole entry, looked up): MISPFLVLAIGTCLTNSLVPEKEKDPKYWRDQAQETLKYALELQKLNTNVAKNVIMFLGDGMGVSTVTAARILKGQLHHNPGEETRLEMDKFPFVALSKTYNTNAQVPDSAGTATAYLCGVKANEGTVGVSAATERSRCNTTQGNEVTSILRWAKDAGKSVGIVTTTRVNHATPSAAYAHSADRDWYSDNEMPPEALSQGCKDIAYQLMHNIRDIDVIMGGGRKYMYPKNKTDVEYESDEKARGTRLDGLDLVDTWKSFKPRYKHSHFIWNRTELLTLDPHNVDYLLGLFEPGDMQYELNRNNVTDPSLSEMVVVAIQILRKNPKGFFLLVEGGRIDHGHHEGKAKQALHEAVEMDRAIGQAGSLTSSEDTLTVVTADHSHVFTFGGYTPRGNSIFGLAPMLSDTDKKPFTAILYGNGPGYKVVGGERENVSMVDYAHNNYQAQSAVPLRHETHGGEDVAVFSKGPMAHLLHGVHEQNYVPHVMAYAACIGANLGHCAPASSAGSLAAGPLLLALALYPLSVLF
FLuc act counter: FLuc activators, initial screening, artefact control for FLuc-dependent activation tests, biochemical, ATPlite luminescence; Luciferin 4-monooxygenase (Photinus pyralis), P08659; ATPlite luciferase biochemical, 10 min; 0 = ATP-free wells, 1 = DMSO control; activation factor at 10 µM; 200,000 tested, under 10 active; AID 1027, 2008;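 active = luciferase activation factor, scaled between plate controls, of at least 2 with compound at 10 µM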
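Material: Luciferase/luciferin reagent mix | Doses: Test compounds dosed from 2 mM stocks in 100% DMSO | Timing: 10 min incubation after luciferase reagent addition, room temperature | Measured by: Luminescence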
bIAP activator: bovine intestinal alkaline phosphatase activators, primary screen, biochemical, bovine IAP, CDP-star luminescence; AID 1016, 2008; hit rate 0.17% among 200,000; activation factor at 20 µM; alkaline phosphatase, intestinal [Bos taurus]; purified bovine IAP, 30 min; stronger effect = higher value; fold of DMSO-control signal, blank-subtracted;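 active = activation factor of 2 or more at 20 µM, a signal rise over negative controls twice the positive control's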
NF-kB neuron act: activators of NF-kB expression in neurons, primary screen, cell-based, HTS | human neuronal cells, NF-kB reporter expression; stronger effect = higher value | fold change at 12.5 µM | hit rate 1.6% among 190,000; in the data active = fold change above about 3.3
TNAP act hi DEA: TNAP activators at high phosphate acceptor level, primary screen, biochemical, luminescence, uHTS; AID 1136, 2008; activation factor at 20 µM; 200,000 tested, under 10 active; purified TNAP, CDP-star luminescence, 1 M DEA, 30 min; stronger effect = higher value; 0 = EDTA background, 1 = DMSO-only activity;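 active = activation factor at least 2 at 20 µM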
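Dosing: 20 µM single point. System: human TNAP. Amount: TNAP 1/800 final. Incubation: 30 min, room temperature. Read-out: TNAP activation factor scaled between EDTA and DMSO control wells. Signal: luminescence from CDP-star hydrolysis. Medium: 1 M DEA, pH 9.8, Mg2+, Zn2+. Control set: EDTA negative control, DMSO positive control.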
APP 5'UTR act: activators of APP 5'UTR luciferase reporter, primary screen, SH-SY5Y cells. SH-SY5Y APP 5'UTR luciferase reporter, luminescence; zero percent = DMSO vehicle wells. activation, % at 2 µM. AID 1276, 2008. hit rate 1% among 190,000;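 active = activation above a set limit, based on mean plus 3 SD of controls, cut at about 140% in these data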; also: values of inactives mirror those of a sister screen read the other way
PMI activator: activators of human PMI, primary screen, biochemical, fluorescence intensity, near-Km mannose 6-phosphate | purified human PMI, coupled resazurin fluorescence, 20 min; stronger effect = higher value; 1 = vehicle control, 0 substrate-free wells | Mannose-6-phosphate isomerase (Homo sapiens), P34949 | activation factor at 20 µM | hit rate 0.005% among 190,000;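 active = activation factor of 2 or more at 20 µM, relative to plate controls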
Target sequence (P34949 whole entry, looked up): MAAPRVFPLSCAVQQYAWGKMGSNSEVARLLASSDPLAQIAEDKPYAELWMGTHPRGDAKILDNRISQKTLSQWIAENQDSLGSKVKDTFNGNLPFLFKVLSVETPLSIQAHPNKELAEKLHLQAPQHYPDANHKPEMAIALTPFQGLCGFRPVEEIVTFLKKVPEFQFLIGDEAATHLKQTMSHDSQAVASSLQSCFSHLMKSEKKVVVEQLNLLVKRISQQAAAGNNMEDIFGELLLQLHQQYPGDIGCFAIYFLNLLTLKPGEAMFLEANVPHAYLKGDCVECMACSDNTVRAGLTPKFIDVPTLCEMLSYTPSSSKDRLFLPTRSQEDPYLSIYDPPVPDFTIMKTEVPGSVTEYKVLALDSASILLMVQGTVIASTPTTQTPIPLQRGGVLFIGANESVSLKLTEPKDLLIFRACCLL
PMI act hi M6P: human PMI activators, high substrate, primary screen, biochemical, fluorescence intensity, near-saturating mannose 6-phosphate; coupled PMI enzyme assay, resazurin fluorescence, 20 min; stronger effect = higher value; 1 = untreated enzyme, 0 = substrate-free blank; activation factor at 20 µM; hit rate 0.34% among 190,000; AID 1216, 2008;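 active = activation factor of 2 or more at 20 µM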
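assay system = human phosphomannose isomerase with PGI, G6PDH, diaphorase coupling enzymes | quantity = 15 ng/mL PMI | incubation = enzyme reaction with compound 20 min at room temperature | medium = HEPES pH 7.4 buffer with MgCl2 and Tween-20 | compound dosing = one concentration, 20 µM, in 1% DMSO | measured by = Diaphorase-driven resazurin-to-resorufin fluorescence, excitation 544, emission 590 nm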
TNAP inh hiacc: human TNAP enzyme inhibitors, primary screen, biochemical, luminescent, high phosphate acceptor level, uHTS | Alkaline phosphatase, tissue-nonspecific isozyme (Homo sapiens), P05186 | hit rate 0.03% among 200,000 | purified TNAP, CDP-star luminescence, 1 M DEA | inhibition, % at 20 µM | AID 1135, 2008;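 active = over 50% inhibition of tissue-nonspecific alkaline phosphatase at 20 µM in the single-dose screen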;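 also: plate controls were DMSO wells for no effect and EDTA-quenched wells as full inhibition for full effect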
Starred values were filed as active, the others as inactive.

Screening Cc1cccc(CCNC(=O)CCS(=O)(=O)c2ccc(Br)cc2)c1 returned FLuc inhib CS -5, TNAP inh noacc -11, FLuc act counter 1, bIAP activator 1.1, NF-kB neuron act 1.1, TNAP act hi DEA 1.1, APP 5'UTR act 10, PMI activator 1.1, PMI act hi M6P 1.1 and TNAP inh hiacc -5.
Screening C=CCn1c(=NC(=O)c2cc(Cl)sc2Cl)sc2cc(S(N)(=O)=O)ccc21 returned FLuc inhib CS -4, TNAP inh noacc -11, FLuc act counter 1, bIAP activator 0.8, NF-kB neuron act 1.2, TNAP act hi DEA 1, APP 5'UTR act -2, PMI activator 0.9, PMI act hi M6P 1.1 and TNAP inh hiacc -1.
`COc1cc(C(=O)Nc2nnc(C3CC3)s2)ccc1OCc1c(C)noc1C` gave FLuc inhib CS -7, TNAP inh noacc -9, FLuc act counter 1.1, bIAP activator 1.4, NF-kB neuron act 1.3, TNAP act hi DEA 1.1, APP 5'UTR act 7, PMI activator 1.1, PMI act hi M6P 1.1 and TNAP inh hiacc -6.
O=C(NCc1ccco1)c1ccc(C(=O)NCc2ccco2)s1 was read as FLuc inhib CS -7, TNAP inh noacc -6, FLuc act counter 1.1, bIAP activator 0.9, NF-kB neuron act 0.99, TNAP act hi DEA 1, APP 5'UTR act 2, PMI activator 1, PMI act hi M6P 1 and TNAP inh hiacc 1.
`CCCC(=O)c1cc(F)c(N2CCN(C(=O)OCC)CC2)cc1C` gave FLuc inhib CS -8, TNAP inh noacc -9, FLuc act counter 1.1, bIAP activator 0.9, NF-kB neuron act 1.7, TNAP act hi DEA 1, APP 5'UTR act 6, PMI activator 1, PMI act hi M6P 1 and TNAP inh hiacc -5.
Cc1nc(Sc2cccn2C)c(C(F)(F)F)c(=O)[nH]1 was read as FLuc inhib CS -6, TNAP inh noacc -9, FLuc act counter 1.1, bIAP activator 0.9, NF-kB neuron act 1.4, TNAP act hi DEA 1.1, APP 5'UTR act -9, PMI activator 0.9, PMI act hi M6P 1 and TNAP inh hiacc -5.
C(=N\n1cnnc1)/c1ccc2c(c1)OCCO2 was read as FLuc inhib CS -5, TNAP inh noacc -5, FLuc act counter 1.1, bIAP activator 0.9, NF-kB neuron act 1.4, TNAP act hi DEA 1, APP 5'UTR act 4, PMI activator 0.9, PMI act hi M6P 0.9 and TNAP inh hiacc -4.
`CS(=O)(=O)N(Cc1ccc(C(=O)NC2CCCCC2O)cc1)c1ccccc1` (stereo not given) gave FLuc inhib CS -5, TNAP inh noacc -14, FLuc act counter 1.1, bIAP activator 1, NF-kB neuron act 1.1, TNAP act hi DEA 1.1, APP 5'UTR act 0, PMI activator 1.1, PMI act hi M6P 1 and TNAP inh hiacc -9.
Screening Cc1ccc(CNC(=O)Cn2nnc3ccccc3c2=O)cc1 returned FLuc inhib CS 6, TNAP inh noacc 5, FLuc act counter 0.9, bIAP activator 1, NF-kB neuron act 1.2, TNAP act hi DEA 1, APP 5'UTR act -14, PMI activator 1.1, PMI act hi M6P 1.2 and TNAP inh hiacc -5.
Screening O=C(c1cc2ccccc2oc1=O)N(Cc1ccco1)Cc1cccs1 returned FLuc inhib CS -5, TNAP inh noacc -11, FLuc act counter 1.1, bIAP activator 0.8, NF-kB neuron act 0.95, TNAP act hi DEA 1.1, APP 5'UTR act 17, PMI activator 0.9, PMI act hi M6P 0.9 and TNAP inh hiacc -6.
For O=C(NCCCN1CCCC1)c1ccc(CSCc2cccc(Cl)c2)o1 the results were FLuc inhib CS -6, TNAP inh noacc 30, FLuc act counter 1.1, bIAP activator 1.1, NF-kB neuron act 0.9, TNAP act hi DEA 1, APP 5'UTR act -4, PMI activator 1, PMI act hi M6P 0.9 and TNAP inh hiacc -3.
`CCc1ccc(-c2cc(C(=O)Nn3cnnc3)c3ccccc3n2)cc1` gave FLuc inhib CS 98*, TNAP inh noacc 6, FLuc act counter 0, bIAP activator 1.1, NF-kB neuron act 4.3*, TNAP act hi DEA 1, APP 5'UTR act 60, PMI activator 1.1, PMI act hi M6P 1.2 and TNAP inh hiacc -4.
`CC1(C)CC2(CC(C)(C)N1)OC(=O)N1CCc3ccccc3C12C` (stereo not given) gave FLuc inhib CS -9, TNAP inh noacc 0, FLuc act counter 1.1, bIAP activator 0.9, NF-kB neuron act 0.99, TNAP act hi DEA 1, APP 5'UTR act 24, PMI activator 1, PMI act hi M6P 1 and TNAP inh hiacc -1.
For CCCOc1c(Br)cc(C2C3=C(CCCC3=O)N(CC)C3=C2C(=O)CCC3)cc1OC the results were FLuc inhib CS -9, TNAP inh noacc 11, FLuc act counter 1.1, bIAP activator 1.3, NF-kB neuron act 1.3, TNAP act hi DEA 1.1, APP 5'UTR act 12, PMI activator 1, PMI act hi M6P 1.1 and TNAP inh hiacc -6.
Screening C=CCNC(=O)C1CC(=O)N(c2ccc(OCC(=O)Nc3ccc(C)cc3)cc2)C1 (stereo not given) returned FLuc inhib CS -7, TNAP inh noacc 3, FLuc act counter 1.1, bIAP activator 1, NF-kB neuron act 1, TNAP act hi DEA 1, APP 5'UTR act 4, PMI activator 1.1, PMI act hi M6P 1.1 and TNAP inh hiacc -4.

An excerpt from above in order of heavy-atom count, smallest number first:
Cc1nc(Sc2cccn2C)c(C(F)(F)F)c(=O)[nH]1 was read as FLuc inhib CS -6, TNAP inh noacc -9, FLuc act counter 1.1, bIAP activator 0.9, NF-kB neuron act 1.4, TNAP act hi DEA 1.1, APP 5'UTR act -9, PMI activator 0.9, PMI act hi M6P 1 and TNAP inh hiacc -5.
Screening Cc1cccc(CCNC(=O)CCS(=O)(=O)c2ccc(Br)cc2)c1 returned FLuc inhib CS -5, TNAP inh noacc -11, FLuc act counter 1, bIAP activator 1.1, NF-kB neuron act 1.1, TNAP act hi DEA 1.1, APP 5'UTR act 10, PMI activator 1.1, PMI act hi M6P 1.1 and TNAP inh hiacc -5.
`CS(=O)(=O)N(Cc1ccc(C(=O)NC2CCCCC2O)cc1)c1ccccc1` (stereo not given) gave FLuc inhib CS -5, TNAP inh noacc -14, FLuc act counter 1.1, bIAP activator 1, NF-kB neuron act 1.1, TNAP act hi DEA 1.1, APP 5'UTR act 0, PMI activator 1.1, PMI act hi M6P 1 and TNAP inh hiacc -9.

Next results
Screening COC(=O)Nc1ccc(Cc2ccncc2)cc1 returned FLuc inhib CS -4, TNAP inh noacc -72, FLuc act counter 1, bIAP activator 0.9, NF-kB neuron act 1.2, TNAP act hi DEA 1, APP 5'UTR act 0, PMI activator 1, PMI act hi M6P 1 and TNAP inh hiacc -2.
COc1ccc(S(=O)(=O)N(CC(=O)Nc2cccnc2)c2ccccc2OC)cc1 was read as FLuc inhib CS -1, TNAP inh noacc -9, FLuc act counter 1, bIAP activator 1, NF-kB neuron act 0.93, TNAP act hi DEA 1.1, APP 5'UTR act -1, PMI activator 1, PMI act hi M6P 1 and TNAP inh hiacc -6.
Screening COc1ccc2nc(NC(=O)C3CCN(S(=O)(=O)c4cnc[nH]4)CC3)sc2c1 returned FLuc inhib CS -4, TNAP inh noacc -6, FLuc act counter 1, bIAP activator 1.1, NF-kB neuron act 1, TNAP act hi DEA 1, APP 5'UTR act -12, PMI activator 0.9, PMI act hi M6P 1 and TNAP inh hiacc 2.
For CCn1c(SCC(=O)Nc2ncc(C(F)(F)F)cc2Cl)nnc1-c1cccc(C)c1 the results were FLuc inhib CS -4, TNAP inh noacc 3, FLuc act counter 1, bIAP activator 1, NF-kB neuron act 1.2, TNAP act hi DEA 1, APP 5'UTR act 7, PMI activator 1, PMI act hi M6P 1 and TNAP inh hiacc 4.
For COc1ccc(CCCc2nnc(SCC(=O)Nc3nc(C)cs3)n2C)cc1 the results were FLuc inhib CS 2, TNAP inh noacc -5, FLuc act counter 1, bIAP activator 0.9, NF-kB neuron act 1, TNAP act hi DEA 1, APP 5'UTR act 11, PMI activator 0.9, PMI act hi M6P 1 and TNAP inh hiacc 1.
O=C(CSc1nnc(C2CC2)n1-c1ccccc1)Nc1ccc(N2CCOCC2)cc1 was read as FLuc inhib CS 4, TNAP inh noacc -18, FLuc act counter 1, bIAP activator 1.1, NF-kB neuron act 0.96, TNAP act hi DEA 1.1, APP 5'UTR act 2, PMI activator 1, PMI act hi M6P 1 and TNAP inh hiacc -7.
For O=C(c1ccc(C(=O)N2CCCCCC2)cc1)N1CCCCCC1 the results were FLuc inhib CS -2, TNAP inh noacc -6, FLuc act counter 1, bIAP activator 0.8, NF-kB neuron act 1.1, TNAP act hi DEA 1, APP 5'UTR act 0, PMI activator 1.1, PMI act hi M6P 1 and TNAP inh hiacc -3.
CC(C)[C@H](NC(=O)c1ccccc1)C(=O)OCC(=O)N1CCc2ccccc2C1 was read as FLuc inhib CS 16, TNAP inh noacc -7, FLuc act counter 0.8, bIAP activator 1.1, NF-kB neuron act 0.96, TNAP act hi DEA 1, APP 5'UTR act -6, PMI activator 1, PMI act hi M6P 1.1 and TNAP inh hiacc 0.
`CN(C)CCCN(Cc1cc2cc3c(cc2[nH]c1=O)OCO3)C(=S)Nc1cccc(Cl)c1` gave FLuc inhib CS -4, TNAP inh noacc -7, FLuc act counter 1, bIAP activator 1.2, NF-kB neuron act 0.8, TNAP act hi DEA 1.1, APP 5'UTR act -3, PMI activator 1, PMI act hi M6P 1 and TNAP inh hiacc -5.
O=C(Nc1ccc2c(c1)OCCO2)c1cccc(S(=O)(=O)N2CCCCC2)c1 was read as FLuc inhib CS -2, TNAP inh noacc -8, FLuc act counter 1, bIAP activator 0.8, NF-kB neuron act 0.83, TNAP act hi DEA 1, APP 5'UTR act 3, PMI activator 0.7, PMI act hi M6P 0.8 and TNAP inh hiacc -3.
`COc1cccc(OC)c1C(=O)NC(=S)NCc1ccccc1` gave FLuc inhib CS -10, TNAP inh noacc -10, FLuc act counter 1.1, bIAP activator 1, NF-kB neuron act 1.1, TNAP act hi DEA 1.1, APP 5'UTR act -9, PMI activator 0.9, PMI act hi M6P 0.8 and TNAP inh hiacc -8.
CC(C)CN(CC(C)C)c1nnc(N)s1 was read as FLuc inhib CS -3, TNAP inh noacc -11, FLuc act counter 1, bIAP activator 0.8, NF-kB neuron act 1.1, TNAP act hi DEA 1, APP 5'UTR act -26, PMI activator 1.1, PMI act hi M6P 1.1 and TNAP inh hiacc -3.
